tolC growth inh – blocks growth of E. coli BW25113 tolC mutant; 2.2% of 65,000 active; OD615; growth inhibition, % at 10 µM (by protocol);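 active = growth inhibition at or above a cutoff equal to the mean over every tested compound plus 3 SD, cut at about 60% in these data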;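 also: growth measured after 20 h incubation at 37 °C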
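Test system: tolC-deleted E. coli BW25113 | Medium: LB with kanamycin 50 µg/mL | Compound dosing: Single concentration, 10 µM final per compound | Schedule: 37 °C, 20 h exposure | Measured by: OD at 615 nm | Evaluation: Percent growth inhibition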
SF1 activator – SF-1 (human) activation | 1.9% of 65,000 active | CHO-K1 Gal4-SF-1 LBD luciferase reporter; % increase over DMSO SF-1-specific signal | activation, % at 10 µM | Q13285;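 active = activation above the mean activation of all tested compounds plus 3 SD, cut at about 50% in these data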
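material = CHO-K1 cells with Gal4–hSF-1 LBD chimera plus Gal4-driven luciferase | compound = 10 µM single point, 1% DMSO | incubation = 20 h compound exposure at 37 °C after 1 h cell settling | measured by = SteadyLite luciferase luminescence | evaluation = percent activation relative to DMSO median and mock-transfected background | control set = DMSO negative control and −SF1 background wells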
5HT1E antag – blocks the human 5-HT1E serotonin receptor | 0.99% of 65,000 active | P28566 | AID 571 | inhibition, % at 6 µM | CHO 5-HT1E Ga15 NFAT-bla reporter, FRET, antagonist;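 active = inhibition above a set limit, the mean inhibition across every tested compound plus 3 SD, cut at about 29% in these data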;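 also: signal is the 460 over 535 nm emission ratio of beta-lactamase substrate; 0% = agonist plus DMSO wells and 100% = wells without agonist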
Target sequence (P28566 whole entry, looked up): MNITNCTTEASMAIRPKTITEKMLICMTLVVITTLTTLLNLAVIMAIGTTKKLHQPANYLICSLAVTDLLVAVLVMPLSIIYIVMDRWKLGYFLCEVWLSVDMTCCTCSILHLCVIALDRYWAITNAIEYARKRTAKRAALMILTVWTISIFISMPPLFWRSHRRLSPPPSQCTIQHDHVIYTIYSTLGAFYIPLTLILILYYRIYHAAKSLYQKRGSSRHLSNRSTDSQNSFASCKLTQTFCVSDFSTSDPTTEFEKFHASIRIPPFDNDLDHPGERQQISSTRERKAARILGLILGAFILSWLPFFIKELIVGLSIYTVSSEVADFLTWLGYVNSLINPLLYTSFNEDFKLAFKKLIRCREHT
AP ELISA ortho – orthogonal test for alternative complement pathway inhibitors | Human serum alternative complement pathway, LPS-coated ELISA, C3 deposition; tested in compound mixtures | inhibition, % at 5 µM | 0.08% of 62,000 active;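 active = inhibition above 30% in each of the two pooled mixtures holding the compound, so the lower value exceeds 30%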;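 also: 0% = serum in Mg-EGTA without compound and 100% = EDTA serum blank; some compounds past the cut are filed as inactive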
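Assay system: human serum alternative complement pathway, C3 deposition on LPS-coated wells; Dosing: 5 µM per compound in ten-compound mixtures; Detection: Anti-C3 ELISA, OD 450 nm; Buffer or medium: Mg2+-EGTA GVB++ buffer containing human serum at 1:15 dilution; Timing: 1 h at 37 °C; Replication: two different pools per compound.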
5-HT1A blocker – blocks the human serotonin 5-HT1a receptor. 0.68% of 62,000 active. P08908. CHO 5-HT1a Ga15 NFAT-bla reporter, antagonist mode. inhibition, % at 10 µM. AID 612;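 active = inhibition above the mean of all tested compounds plus 3 SD, cut at about 43% in these data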;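 also: receptor stimulated by 5-CT agonist at 100 nM near EC80; beta-lactamase reporter measured by ratiometric fluorescence of a cleavable substrate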
5HT1E ag – agonists of human 5-HT1E serotonin receptor; P28566; CHO 5-HT1E Ga15 NFAT-bla reporter, FRET; 0% DMSO wells, 100% control agonist wells; activation, % at 6 µM; 0.69% of 65,000 active;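 active = activation above a set limit, the screen-wide mean activation plus 3 SD, cut at about 8.5% in these data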;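 also: 100% = positive control agonist at 1 µM giving full maximal response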
S1P3 agonist – S1P3 (human) receptor agonism; activation, % at 4.5 µM; AID 373; 0.1% of 60,000 active; Q99500; S1P3 NFAT-BLA reporter cells, FRET ratio; relative to 1 µM S1P, basal subtracted;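 active = activation above the screen-wide mean plus 3 SD, cut at about 4.5% in these data, passing the limit was not always enough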; also: some compounds called inactive have numbers as strong as hits
Target sequence (Q99500 whole entry, looked up): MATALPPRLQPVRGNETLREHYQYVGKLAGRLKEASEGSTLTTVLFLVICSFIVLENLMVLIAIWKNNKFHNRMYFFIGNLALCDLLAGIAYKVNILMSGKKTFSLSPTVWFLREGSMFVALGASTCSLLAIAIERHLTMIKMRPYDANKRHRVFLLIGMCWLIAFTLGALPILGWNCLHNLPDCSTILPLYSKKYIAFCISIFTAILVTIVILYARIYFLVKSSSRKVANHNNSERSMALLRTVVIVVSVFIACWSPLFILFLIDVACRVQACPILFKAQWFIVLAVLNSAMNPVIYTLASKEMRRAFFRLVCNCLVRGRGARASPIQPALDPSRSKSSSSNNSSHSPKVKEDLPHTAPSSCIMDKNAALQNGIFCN
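material = human S1P3 NFAT-BLA reporter CHO cells | schedule = 4 h compound at 37 °C, 2 h substrate at RT | measured by = fluorescent BLA substrate, ex 405 nm, em 460/535 nm ratio | controls = 1 µM S1P reference | replication = primary once, confirmation triplicate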
S1P1 ag pot – activates or potentiates agonism at human S1P1 receptor | P21453 | S1P1 CRE-bla cells, forskolin, beta-lactamase FRET, potentiator mode; S1P1 agonist co-added at EC20, 2 nM; 100% = saturating reference agonist, 0% = basal | activation, % at 9.5 µM | 0.57% of 56,000 active | AID 449;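 active = activation above a cutoff set at the mean activation of all tested compounds plus 3 SD, cut at about 54% in these data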;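 also: forskolin at 4 µM as EC80 and the EC20 agonist is SEW2871; 100% = SEW2871 at its EC100 plus forskolin at EC80; some compounds past the cut are filed as inactive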
Target sequence (P21453 whole entry, looked up): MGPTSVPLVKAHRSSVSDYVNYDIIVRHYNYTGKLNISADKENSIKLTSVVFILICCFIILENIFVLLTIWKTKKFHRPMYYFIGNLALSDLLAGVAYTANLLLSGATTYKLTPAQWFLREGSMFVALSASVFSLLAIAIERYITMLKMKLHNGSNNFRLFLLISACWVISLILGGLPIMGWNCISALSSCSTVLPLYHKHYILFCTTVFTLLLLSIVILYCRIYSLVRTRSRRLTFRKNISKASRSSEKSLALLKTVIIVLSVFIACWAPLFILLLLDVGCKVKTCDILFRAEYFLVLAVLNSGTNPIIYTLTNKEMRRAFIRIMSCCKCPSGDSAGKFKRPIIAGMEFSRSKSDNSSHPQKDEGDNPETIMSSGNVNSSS
RORA act – activates the human nuclear receptor RORA | P35398 | 1.5% of 65,000 active | CHO-K1 Gal4-RORA LBD luciferase reporter, luminescence; percent increase over mock-subtracted basal signal | activation, % at 10 µM;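 active = activation above the mean of all tested compounds plus 3 SD, cut at about 49% in these data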;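 also: 0% = DMSO-treated RORA cells and 100% = added signal equal to DMSO minus mock-transfected cells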
Active calls of the source: *; · = not tested or not shown.

Structure,S1P3 agonist,tolC growth inh,AP ELISA ortho,5HT1E antag,SF1 activator,RORA act,5HT1E ag,5-HT1A blocker,S1P1 ag pot
CC(C)CCOC(=O)C1C2C=CC3(CN(Cc4cccs4)C(=O)C13)O2 (centres undefined),-0.4,-5.7,6.2,-7.3,21.1,-3.3,-1.2,-1.6,-9.4
CCOc1ccc(OC(=O)c2cccnc2)cc1,-0.7,-13.1,2.3,-8.8,-11.4,10.5,0.0,11.1,2.3
COCCN(C(=O)C(C)C)c1nnc(-c2cccc(C)c2)s1,·,2.2,5.0,-1.0,3.3,4.5,-0.8,30.2,·
CCCOC(=O)c1ccc(OCC(O)CN2CCN(C(=O)c3ccccc3)CC2)cc1 (centres undefined),-0.3,-1.0,5.5,0.0,10.8,-0.3,47.9*,2.9,-21.0
COc1ccc2[nH]c(=O)c(CN(C(=O)c3cccnc3)c3ccccc3OC)cc2c1,-0.7,2.4,0.3,4.6,-7.6,-8.7,0.3,-7.9,-4.5
Cc1ccccc1OCC(O)Cn1c(NCc2ccco2)nc2c1c(=O)[nH]c(=O)n2C (centres undefined),-0.3,-2.8,27.3,-1.1,7.3,-9.0,-0.6,-12.2,-23.6
Cc1ccc(OCC(=O)N2CCC(N3CCCCCC3)CC2)cc1,-3.3,-4.2,·,8.4,-1.8,8.3,-0.7,·,-1.8
CCOc1ccc(NC(=O)NCCN2C(C)CCCC2C)cc1 (centres undefined),-0.9,-12.2,14.4,10.8,-4.0,-10.2,-0.5,-28.6,-13.7
COc1ccccc1OC(=O)C1CC(=O)N(c2ccc(Cl)cc2)C1 (centres undefined),-0.2,14.3,17.4,-5.1,-6.0,-17.4,0.0,3.2,·
CC1(C)Cc2c(sc(NC(=O)c3ccco3)c2C#N)CO1,-0.6,3.2,-2.4,-10.3,44.1,-5.6,0.1,9.4,-21.6
C=CCSc1nnc2c(n1)OC=Nc1ccc(Br)cc1-2,0.0,11.6,·,-8.4,-13.9,-2.6,0.1,-5.3,-2.4
COC(=O)c1ccc(S(=O)(=O)N2C3CCC2CC(NC(=O)NC2CCCCC2)C3)cc1 (centres undefined),·,0.3,4.4,-2.8,3.6,9.8,1.9,-9.4,·
CCN(C1CCCCC1)S(=O)(=O)c1cn(C)c(=O)n(C)c1=O,-0.3,1.8,18.8,-11.3,-5.7,6.7,0.9,-13.5,20.9
O=C(CCc1ccccc1)N1CCN(CCO)CC1,-1.3,-7.3,15.2,5.0,-12.4,-13.4,0.9,6.1,-13.0
CCCCCCn1c(N2CCC(C(N)=O)CC2)nc2c1c(=O)[nH]c(=O)n2C,-1.5,-14.4,26.8,9.3,10.7,3.3,0.3,8.7,0.8

Remaining list, next part.
Structure,S1P3 agonist,tolC growth inh,AP ELISA ortho,5HT1E antag,SF1 activator,RORA act,5HT1E ag,5-HT1A blocker,S1P1 ag pot
COc1cc(C(=O)OCCN2CCCCC2)ccc1O,-0.8,-3.0,-3.3,-3.1,-2.0,7.6,-0.2,·,0.3
Cc1cc2c(s1)c1cnn(Cc3ccccc3F)c(=O)c1n2C,·,-8.2,4.3,-3.5,-9.2,-12.2,-0.4,2.5,·
Cc1nn(-c2nc3ccccc3[nH]2)c(N)c1-c1ccccc1,0.2,75.8*,21.8,-5.8,31.2,54.3*,-0.7,12.8,-1.8
CCOCCn1cnc2sc(C(=O)Nc3nc(C)c(C(=O)OCC)s3)c(C)c2c1=O,0.3,-6.5,4.6,-1.4,10.5,2.1,0.7,6.1,-19.8
Cn1c(C(=O)NCCc2c[nH]c3ccccc23)cc2sccc21,-1.1,14.7,17.2,14.6,78.8*,73.9*,0.2,18.1,10.2
CCOC(=O)c1sc(NC(=O)CSc2ccccn2)c(C#N)c1C,-0.3,-0.9,0.0,-3.4,-6.3,9.2,0.7,-3.7,·
CCOC(=O)N1CCN(C(=O)Nc2ccc3nc(C)c(C)nc3c2)CC1,-1.6,-6.0,21.6,10.0,9.0,15.5,0.7,3.2,-12.0
O=C(c1ccco1)N1CCN(C(=O)C(Sc2ccccc2)c2ccccc2)CC1 (centres undefined),-0.8,19.2,0.6,4.4,-0.4,-13.4,-0.7,-2.9,-8.6
c1ccc(-c2cc(CSc3nc4ccccc4[nH]3)on2)cc1,-1.0,28.8,22.6,-4.5,-22.8,-14.1,-0.8,19.1,·
Cc1ccsc1C1CC(=O)NC2=C1C(=O)CC(C)(C)C2 (centres undefined),0.2,-15.7,15.2,-5.5,-16.2,14.3,-1.1,8.6,-15.8
Cc1nc(SCC(=O)c2ccccc2)n[nH]1,-0.8,5.2,-10.0,-3.8,16.9,8.0,-0.5,0.9,0.1
O=C(c1coc(=O)c2ccccc12)N1CCN(Cc2ccccc2)CC1,-0.9,4.1,10.3,-13.6,2.9,-9.1,0.1,-8.7,-52.6
CCOc1ccc(OCC(=O)c2c(O)c3ccccc3oc2=O)cc1,-0.4,-12.4,-2.6,-0.1,-4.4,15.6,-0.5,14.2,-18.9
O=C(Cc1cccs1)N1CCC(c2nc3c(nnn3Cc3ccccc3Cl)c(=O)[nH]2)CC1,-1.0,36.1,0.0,2.2,-10.1,-12.8,1.3,4.1,-32.7
COc1ccc(Cc2nnc(Nc3ccc(C)cc3C)[nH]c2=O)cc1,·,30.1,6.6,-9.1,1.1,1.1,0.7,-0.5,·

(continued)
Structure,S1P3 agonist,tolC growth inh,AP ELISA ortho,5HT1E antag,SF1 activator,RORA act,5HT1E ag,5-HT1A blocker,S1P1 ag pot
O=C(Cn1cnc2ccccc2c1=O)NCCC(=O)N1CCN(c2ccccc2)CC1,-0.4,-6.8,7.2,-0.8,-1.7,-3.7,-0.8,-11.4,1.0
CCOc1cc(-c2cc(-c3ccc(N)cc3)nc(N)c2C#N)ccc1O,1.3,29.2,-8.6,30.2*,54.2*,31.8,2.5,4.2,0.5
COc1cc(NC(=O)CSCc2cnn(-c3ccccc3)c2-n2cccc2)cc(OC)c1,-0.4,33.5,10.9,-0.3,-14.5,-6.2,-0.7,10.1,2.5
CCOc1ccc(C(=O)c2cccs2)cc1,-1.4,13.9,20.0,7.6,27.9,22.5,-1.3,21.0,11.4
Cc1noc(C)c1S(=O)(=O)N1CCCC(C(=O)NCCc2ccc(Cl)cc2)C1 (centres undefined),-0.3,6.3,5.4,4.9,20.6,7.4,-0.5,12.9,7.5
Cn1c(=O)cc(SCC(=O)Nc2cccnc2)c2ccccc21,-1.3,-5.8,15.4,22.0,9.6,-8.3,-1.3,4.6,-4.2
Cc1ccc(NC(=O)CCCC(=O)O)c(Br)c1,-0.3,-10.8,-1.3,4.2,6.2,-14.3,-0.2,5.0,-2.0
CCCOCCOC(=O)C1=C(C)NC(=O)NC1c1cc(Cl)c(O)c(OC)c1 (centres undefined),-1.3,3.4,14.9,-9.4,-1.8,-11.4,-0.1,-2.8,1.6
COc1ccccc1C(c1nnnn1C(C)(C)C)N1CCN(C(=O)c2ccco2)CC1 (centres undefined),-0.4,-4.0,-1.8,15.1,-0.5,11.2,-1.7,12.8,27.1
COc1ccc(N2CCN(CCCNS(=O)(=O)c3ccc4c(c3)oc(=O)n4C)CC2)cc1,-0.5,-6.4,23.6,-1.9,10.0,5.5,0.7,-1.5,-14.5
CN(c1cccc(NC(=O)Cc2ccccc2)c1)S(C)(=O)=O,0.0,-5.0,2.1,1.9,18.9,-6.2,0.1,2.8,·
C#CCn1c(=NC(=O)CN2C(=O)CCC2=O)sc2cccc(C)c21,-0.9,5.0,10.0,2.7,1.6,-14.1,0.7,-4.1,-4.7
O=C(O)c1ccc(CSc2n[nH]c(-c3ccco3)n2)cc1,0.1,-4.4,8.1,-2.8,12.1,-8.9,-0.5,-3.4,-5.0
CCCC(=O)Nc1cc(OC)c(OC)cc1C(=O)O,0.2,-5.4,2.3,-2.6,-8.4,-15.5,-0.8,-4.7,·
COc1ccccc1-n1c(N)c(C(=O)NCC2CCCO2)c2nc3ccccc3nc21 (centres undefined),-2.1,3.7,21.3,13.3,-5.8,3.6,1.3,·,-3.7

Additional records
Structure,S1P3 agonist,tolC growth inh,AP ELISA ortho,5HT1E antag,SF1 activator,RORA act,5HT1E ag,5-HT1A blocker,S1P1 ag pot
COc1ccc(OC)c(C(=O)COC(=O)c2ccccc2O)c1,-0.6,40.8,7.6,0.4,-8.2,-2.2,-0.2,-0.6,-13.4
N#Cc1c(N)nc(SCC(=O)OCc2ccccc2)c(C#N)c1-c1ccco1,-1.0,11.6,-24.7,8.4,-14.4,13.9,-1.0,5.7,-9.5
Nc1cccc(NC(=O)c2cccs2)c1,-0.1,-7.0,5.1,2.0,3.5,-7.9,-0.5,-4.2,·
CCCCCSc1nc(N2CCOCC2)c2c(c1C#N)CC(C)(C)OC2,-1.4,13.5,·,5.2,-1.4,22.7,-0.1,·,-10.8
O=C(NCc1ccc2c(c1)OCO2)C1CCC(CNS(=O)(=O)c2ccccc2)CC1 (centres undefined),-1.2,-9.2,5.0,9.2,2.5,4.6,0.4,-4.1,-1.8
Cc1ccsc1C(=O)N1CC(=O)Nc2ccccc21,-1.7,11.7,-3.1,5.4,-5.7,0.8,0.2,18.1,6.9
O=C1CC(c2cccc(F)c2)C2=C(CCCC2=O)N1 (centres undefined),-1.2,6.6,-2.2,-7.6,-8.9,-28.9,1.4,7.4,-22.3
O=C(CN1CCN(c2ccccn2)CC1)Nc1cc(C(F)(F)F)ccc1Cl,-0.1,39.5,6.5,-12.4,-0.1,-7.3,-0.3,-10.9,-28.7
CC(=O)NC(CCS(C)(=O)=O)C(=O)Nc1ccc2c(c1)OCCO2 (centres undefined),-1.2,-9.4,·,-9.5,11.7,-1.7,0.7,-10.9,-38.5
Cc1cc(=O)oc(C)c1C(=O)NC12CC3CC(CC(C3)C1)C2,-3.3,7.1,·,2.5,-5.4,-0.3,-0.5,·,0.3
O=C(COc1cc(Cl)c(Cl)cc1Cl)NCCN1CCOCC1,-0.1,-5.2,8.0,-14.3,-12.4,-0.5,-0.4,-11.3,-1.0
CSCCC(NS(=O)(=O)c1ccc2c(c1)oc(=O)n2C)C(=O)NC1CCCCC1 (centres undefined),-1.3,-5.7,11.0,6.7,-9.6,-26.3,-0.4,9.5,23.8

Part of the list above in order of count of non-hydrogen atoms, low to high:
Structure,S1P3 agonist,tolC growth inh,AP ELISA ortho,5HT1E antag,SF1 activator,RORA act,5HT1E ag,5-HT1A blocker,S1P1 ag pot
O=C(COc1cc(Cl)c(Cl)cc1Cl)NCCN1CCOCC1,-0.1,-5.2,8.0,-14.3,-12.4,-0.5,-0.4,-11.3,-1.0
O=C(CN1CCN(c2ccccn2)CC1)Nc1cc(C(F)(F)F)ccc1Cl,-0.1,39.5,6.5,-12.4,-0.1,-7.3,-0.3,-10.9,-28.7
N#Cc1c(N)nc(SCC(=O)OCc2ccccc2)c(C#N)c1-c1ccco1,-1.0,11.6,-24.7,8.4,-14.4,13.9,-1.0,5.7,-9.5
